Screening data deposited in PubChem BioAssay by several laboratories.
FLuc act counter: firefly luciferase counter-screen for stimulation assays; P08659; ATPlite luciferase biochemical, luminescence, 10 min; 0 = ATP-free wells, 1 = DMSO control; activation factor at 10 µM; 200,000 tested, under 10 active; AID 1027;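 active = luciferase activation factor, scaled between plate controls, of at least 2 with compound at 10 µM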
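Material: luciferase plus luciferin reagent, cell-free. Medium: PBS buffer for ATP. Also added: ATP substrate, dispensed from a 10.24 µM working solution in PBS. Doses: test compounds dosed from 2 mM stocks in 100% DMSO. Incubation: 10 min post-reagent at room temperature. Technique: light output (luminescence). Read-out basis: luminescence gain marking luciferase activators.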
APP 5'UTR act: activates APP 5'UTR luciferase reporter; SH-SY5Y APP 5'UTR luciferase reporter, luminescence; zero percent = DMSO vehicle wells; activation, % at 2 µM; actives 1% (n = 190,000);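 active = activation above a set limit, based on mean plus 3 SD of controls, cut at about 140% in these data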; note: values of inactives mirror those of a sister screen read the other way
ROMK mod: human ROMK K+ channel modulation, primary screen; Tet-inducible ROMK, thallium flux fluorescence; actives lie on both sides; B-score at 10 µM; P48048; actives 2% (n = 130,000);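 active = signal ratio slope over the read window, or its plate-corrected B-score, at least 3 SD from the plate mean, either direction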;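 note: B-score of the F/F0 ratio slope over 7 to 12 s after thallium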
Target sequence (P48048 whole entry, looked up): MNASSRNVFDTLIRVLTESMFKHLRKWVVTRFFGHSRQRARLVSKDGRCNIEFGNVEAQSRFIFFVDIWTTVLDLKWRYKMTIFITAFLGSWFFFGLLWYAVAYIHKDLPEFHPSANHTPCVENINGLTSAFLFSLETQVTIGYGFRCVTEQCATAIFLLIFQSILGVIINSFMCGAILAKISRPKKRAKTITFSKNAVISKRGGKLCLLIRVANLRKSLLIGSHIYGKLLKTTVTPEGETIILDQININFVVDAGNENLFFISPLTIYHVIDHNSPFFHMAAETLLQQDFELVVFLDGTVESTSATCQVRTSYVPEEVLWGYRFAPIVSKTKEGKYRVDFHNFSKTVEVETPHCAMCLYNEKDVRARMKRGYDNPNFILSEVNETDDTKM
APP 5UTR inh: APP translation inhibition | SH-SY5Y APP 5'UTR-luciferase reporter, luminescence | inhibition, % at 2 µM | actives 0.82% (n = 190,000);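 active = inhibition above a set limit, derived from the sample mean plus 3 SD, cut at about 45% in these data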; note: values of inactives mirror those of a sister screen read the other way
STAT1 act: increases IFN-gamma driven STAT1 reporter signal; NIH 3T3 STAT1-luciferase reporter, luminescence; 100% = IFN-gamma alone, no compound; activation (% of control), % at 5.5 µM; actives 2.6% (n = 200,000); AID 932;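 active = activation above the screen-wide mean activation plus 3 SD, cut at about 130% in these data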;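 note: raw ratio to IFN-gamma control signal so 100% means no change and 0% no light; values of inactives mirror those of a sister screen read the other way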
STAT3 blocker: inhibitors of IL-6 induced STAT3 signaling; actives 0.89% (n = 190,000); inhibition, % at 5.5 µM; U3A cells, IL-6 STAT3-luciferase reporter, luminescence; host cell line lacks STAT1;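 active = inhibition above the mean inhibition across all screened compounds plus 3 SD, cut at about 44% in these data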;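 note: 0% = DMSO only wells and 100% = 100 µM nifuroxazide control wells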
NF-kB expr up: NF-kB expression increase, human neuronal cells; NF-kB reporter expression; active compounds read high; fold change at 12.5 µM; actives 1.6% (n = 190,000); AID 1239; in the data active = fold change above about 3.3
STAT3 act: increases IL-6 driven STAT3 reporter signal. U3A cells, IL-6 STAT3-luciferase reporter, luminescence; 100% = signal with IL-6 EC80 alone. activation (% of control), % at 5.6 µM. actives 0.91% (n = 190,000). AID 871;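 active = activation above the screen-wide mean of compound activation plus 3 SD, cut at about 130% in these data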;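 note: 0% = background luminescence of wells with medium and substrate only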
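Test system: human U3A cells carrying STAT3-luciferase construct; control set: IL-6-only wells as 100% reference; timing: compound pre-incubation 1 h before IL-6, then 6 h stimulation at 37 °C; also added: IL-6 stimulus at 33 ng/mL final; evaluation: % activation versus median of IL-6-stimulated wells; detection: reporter luminescence signal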
FLuc inhib CS: inhibits firefly luciferase, flagging false hits in luciferase inhibition screens. P08659. ATPLite firefly luciferase biochemical luminescence, 10 min. inhibition, % at 10 µM. actives 1.5% (n = 200,000). AID 1006;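 active = inhibition above about 50% when tested at 10 µM, limit read from the data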
STAT1 blocker: reduces IFN-gamma driven STAT1 reporter signal | inhibition, % at 5.5 µM | actives 0.35% (n = 200,000) | NIH 3T3 STAT1-luciferase reporter, luminescence;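 active = inhibition above a set limit, the mean inhibition across all tested compounds plus 3 SD, cut at about 34% in these data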;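 note: 0% = IFN-gamma with DMSO and 100% = IFN-gamma with 300 µM nifuroxazide; values of inactives mirror those of a sister screen read the other way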
* = called active by the depositor; nt = not tested or not shown.

SMILES	FLuc act counter	APP 5'UTR act	ROMK mod	APP 5UTR inh	STAT1 act	STAT3 blocker	NF-kB expr up	STAT3 act	FLuc inhib CS	STAT1 blocker
NC(=S)N/N=C/c1ccc(C(F)(F)F)cc1	0.9	1	-0.38	-1	104	15	1.4	86	7	-5
CCOC(=O)CN1C(=O)N[C@@H](c2ccccc2)C(C(C)=O)=C1C	1	-25	0.9	25	100	-6	1.4	102	-4	0
CC(CCc1ccccc1)NC(=O)COC(=O)c1ccccc1O (stereo unspecified)	1	7	-1.5	-7	96	-8	1.3	108	-1	3
N#CCc1nc(-c2cc3ccccc3oc2=O)cs1	1	23	-0.97	-23	120	26	2	82	0	-21
Cc1ccc(S(=O)(=O)N2CCN(c3nc(C(C)C)c4c(c3C#N)CC(C)(C)OC4)CC2)cc1	1.1	0	-1.3	0	101	-18	1.5	113	-5	-1
COc1cc(-c2cc(=O)c3c(O)c(OC)c(OC)c(O)c3o2)ccc1O	1	-12	nt	12	98	nt	1.2	nt	-2	1
C/C(=N\NC(=O)c1ccc(CN2CCOCC2)cc1)c1cccc([N+](=O)[O-])c1	1.1	-3	-0.05	3	96	0	1	98	-6	4
O=C(Nc1ccccc1)Nc1nc2ccccc2s1	0.5	212*	-0.85	-212	125	2	8.2*	100	53*	-29
Cc1oc(-c2ccccc2)nc1CS(=O)CC(=O)O (stereo unspecified)	1	6	nt	-6	91	-1	1.2	105	-4	10
Cc1ccc(COc2ccc(/C=N/NC(=O)CN3CCCCC3)cc2)cc1	1	16	-0.77	-16	117	-10	2.2	111	0	-20
CC(C)NC(=O)c1nn2c(C(F)(F)F)cc(-c3ccco3)nc2c1Cl	1.1	1	-0.55	-1	102	-4	1.4	106	-6	-3
Cc1ccccc1Cn1cc(NC(=O)CSc2nc3c(c(C(F)(F)F)n2)CCc2ccccc2-3)cn1	1.1	0	nt	0	91	-5	1	107	-10	10
COc1ccc([N+](=O)[O-])cc1NC1C2CC3CC(C2)CC1C3 (stereo unspecified)	1	1	-0.25	-1	101	-8	1.2	113	-3	-1
Cc1nn(-c2ccccc2Cl)c2sc(C(=O)Nc3nnc(C4CC4)s3)cc12	1.1	-7	-0.037	7	100	6	1	98	-5	0
O=C1CC(NCc2cccs2)C(=O)N1c1ccc(Cl)cc1 (stereo unspecified)	1	2	-1.4	-2	101	11	1	97	-2	-1
CCOc1ccc(S(=O)(=O)NNC(=O)c2cc3ccccc3o2)cc1	1.1	-6	-0.46	6	102	-4	1.2	101	-9	-2
COc1ccc(-c2nc(NC(C)=O)sc2-c2ccccc2)cc1	1	-6	-1.6	6	91	0	nt	105	4	10
COCC(C)NC(=O)/C=C/c1ccc(OC)cc1 (stereo unspecified)	0.9	14	0.11	-14	105	6	1.3	98	9	-8
CCOC(=O)/C(C#N)=C/c1cc(C)n(-c2ccc(C)cc2)c1C	0.6	33	-0.24	-33	148*	-24	1.3	120	42	-53
Cc1nnc(NC(=O)CCNC(=O)c2ccccc2Cl)s1	1	-14	0.83	14	98	-7	1.4	111	-3	3
Cc1nnc(SCC(=O)N2c3ccccc3C(C)(c3ccc(Cl)cc3)CC2(C)C)s1 (stereo unspecified)	1	-29	-1.4	29	102	-4	1.3	107	-3	-2
CSCC[C@H](NC(=O)NCCc1ccc(F)cc1)C(=O)O	1.1	0	nt	0	94	15	1.1	92	-6	6
Cc1ccc(N/N=C2/CCCNC2=O)cc1	1	27	nt	-27	104	0	1.3	101	-3	-4
COc1ccc2c(c1OC)C(=O)N1C(C(=O)O)Cc3c([nH]c4ccccc34)C21 (stereo unspecified)	1	10	nt	-10	81	-13	0.92	117	-3	21
CC1=C(C(=O)OCc2ccccc2)C(/C=C/c2ccccc2)N2C(=O)CCSC2=N1 (stereo unspecified)	1	-1	-4.9*	1	112	-8	0.75	104	-5	-13
CCOc1cc(N2CCOCC2)c(OCC)cc1NC(=O)CN1C(=O)C2CC=CCC2C1=O (stereo unspecified)	1	26	0.54	-26	106	7	1.3	95	2	-8
COc1ccc(F)cc1C(=O)C1CCCN(Cc2ccc(Sc3nncn3C)o2)C1 (stereo unspecified)	1.1	-11	0.41	11	96	-8	1	113	-6	5
Cc1nonc1C(=O)N/N=C/c1ccc(O)cc1	0.8	-10	1.6	10	135*	-15	1	110	16	-39
O=C(NCc1ccccc1)c1nc(-c2cccs2)no1	1.1	-5	0.15	5	110	13	1.6	99	-6	-12
COc1cc(/C=C2\N=C(c3ccccc3)OC2=O)ccc1OCc1c(C)no[n+]1[O-]	1	18	nt	-18	105	-19	1	111	3	-5
CCN1CCN(CCC2Oc3cc([N+](=O)[O-])ccc3NC2=O)CC1 (stereo unspecified)	1.1	6	-0.66	-6	100	6	1.2	100	-7	-3
Nc1cccc(-n2nnnc2CN2CCOCC2)c1	1	21	nt	-21	97	6	1.3	94	-3	4
Cc1cc(/C=N\NC(=O)c2cccs2)c(C)n1-c1ccc2ncccc2c1	0.7	63	-3.2	-63	130*	8	1	99	32	-33
COc1ccccc1N1CCN(c2ccc([N+](=O)[O-])nc2)CC1	1	0	1	0	107	18	1.2	91	1	-8
CSCC[C@H](NC(=O)OC(C)(C)C)c1nnc(SCC(=O)Nc2ccc(C)cc2C)o1	1	16	-0.69	-16	100	10	1.1	96	-3	0
Cc1ccccc1C1CC(=O)NC2=C1C(=O)CCC2 (stereo unspecified)	1	-10	0.69	10	95	15	0.93	95	0	6
CN1CCN(c2nc(Nc3cccc(C(F)(F)F)c3)nc(N3CCOCC3)n2)CC1	1.1	-15	-2.5	14	108	4	0.7	101	-10	-11
COc1cccc(CN2CCNC(=O)C2CC(=O)N(C)CCc2ccccn2)c1 (stereo unspecified)	1.1	-8	0.052	8	97	3	0.89	102	-6	2
Cc1c(N(C)C(=O)c2ccccc2F)c(=O)n(-c2ccccc2)n1C	1.1	-8	-0.99	8	87	14	1	92	-6	14
COc1ccccc1N1CCN(C2CCN(C(=O)c3ccc(F)cc3)CC2)CC1	1.1	-7	0.78	7	104	6	1	98	-10	-4
CCSc1nnc(-c2ccccc2NC(C)=O)c(=O)[nH]1	1.1	1	-0.29	-1	109	5	1.1	98	-9	-10
CCOC(=O)CN(C(=O)CSc1nnc2c(n1)[nH]c1ccccc12)c1ccccc1	1	14	0.28	-14	99	4	0.84	100	2	1
O=C(Nc1ccc(F)cc1)Nc1cc(OCC(F)(F)F)cc(OCC(F)(F)F)c1	1.1	-18	0.3	18	82	0	0.81	102	-8	20
CCOC(=O)N1CCN(S(=O)(=O)c2ccc(OCC)cc2)CC1	1.1	nt	0.024	nt	101	2	1.3	97	-5	-1
COc1ccccc1NC(=O)C1=C(C)Nc2nnnn2C1c1ccncc1 (stereo unspecified)	1.1	-13	nt	13	106	2	1.3	103	-8	-7
COc1ccccc1NC(=O)C1=C(C)Nc2ncnn2C1c1ccc(C)o1 (stereo unspecified)	1	-4	nt	4	95	5	1.2	95	-2	6
CCCCCCC(=O)Nc1nnc(CC)s1	1	-3	nt	3	97	14	1.1	91	-2	3
CCCN(CCC)C(=O)C[n+]1cccc(/C=N/O)c1	1	-1	1.1	1	94	9	0.93	95	-3	6
C=CCOc1c(Br)cc(/C=N\n2nnnc2N)cc1OC	1.1	7	nt	-7	93	26	1.2	80	-5	7
COc1ccc(-n2c(C)nc3c(cnn3-c3ccc(C)cc3)c2=O)cc1	1	-5	-0.25	6	98	33	0.97	76	-4	4
CCc1ccc2nc(SCC(=O)N(CC)CC)c(C#N)cc2c1	1	10	nt	-10	100	14	1	95	-3	0
CCOC(=O)c1ccc(N2C(=O)C=CC2=O)cc1	0.8	-1	0.032	1	97	-8	1.4	104	18	3
Cc1ccc(-c2nc(C3CCCN(S(=O)(=O)c4ccc(C(C)(C)C)cc4)C3)no2)cc1 (stereo unspecified)	1	-8	nt	8	102	11	1.2	98	-4	-3
O=C(COc1ncnc2ccccc12)NCCc1ccccc1	1	-15	-0.57	15	109	11	0.98	96	-2	-12
N#Cc1ccc2ccn(CC(=O)N3CCCc4ccccc43)c2c1	1	12	nt	-12	96	2	0.97	103	0	5
